TRHR PAM – TRH receptor (human) allosteric enhancement; enhancement, % at 2 µM; P34981; TRHR cells, fluo-8 calcium fluorescence, EC20 TRH enhancement; 360,000 compounds, 0.66% hits; AID 493056; in the data active means enhancement above about 30%; further: 0% is about no effect
Target sequence (P34981 whole entry, looked up): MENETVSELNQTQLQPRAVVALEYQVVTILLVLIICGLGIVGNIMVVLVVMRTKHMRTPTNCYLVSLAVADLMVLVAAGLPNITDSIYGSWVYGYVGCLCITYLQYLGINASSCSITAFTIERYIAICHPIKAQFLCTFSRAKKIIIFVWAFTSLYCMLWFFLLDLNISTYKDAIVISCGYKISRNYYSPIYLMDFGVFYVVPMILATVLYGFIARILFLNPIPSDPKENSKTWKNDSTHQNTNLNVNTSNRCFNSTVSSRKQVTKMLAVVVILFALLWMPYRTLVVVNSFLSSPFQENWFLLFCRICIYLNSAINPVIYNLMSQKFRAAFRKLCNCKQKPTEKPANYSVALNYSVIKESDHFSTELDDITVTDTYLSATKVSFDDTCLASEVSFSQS
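Enhancer read-out: after compound pinning and an initial kinetic agonist-mode read, an EC20 of TRH (10 nM final) was injected and fluo-8 calcium signal (Ex 480/Em 530) followed at 1 s/cycle for 100 cycles in TRHR-expressing cells.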
D2 antag – D2 dopamine receptor (human) antagonism. inhibition, % at 10 µM. 340,000 compounds, 2% hits. HEK293 TREx D2 cells, calcium flux, dopamine EC80. P14416; in the data active means inhibition above about 30%; further: 0% is about no effect
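Measurement of antagonist activity uses fluorescent calcium dye in inducible HEK293 T-REx D2 cells: 10 s baseline, compound addition with 180 s read, EC80 dopamine addition with a further 180 s read.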
D1 ag – activates the human D1 dopamine receptor. 360,000 compounds, 1% hits. AID 504660. activation, % at 2 µM. P21728. HEK293 T-REx D1 cells, calcium flux, agonist mode; further: 0% is about no effect
Target sequence (P21728 whole entry, looked up): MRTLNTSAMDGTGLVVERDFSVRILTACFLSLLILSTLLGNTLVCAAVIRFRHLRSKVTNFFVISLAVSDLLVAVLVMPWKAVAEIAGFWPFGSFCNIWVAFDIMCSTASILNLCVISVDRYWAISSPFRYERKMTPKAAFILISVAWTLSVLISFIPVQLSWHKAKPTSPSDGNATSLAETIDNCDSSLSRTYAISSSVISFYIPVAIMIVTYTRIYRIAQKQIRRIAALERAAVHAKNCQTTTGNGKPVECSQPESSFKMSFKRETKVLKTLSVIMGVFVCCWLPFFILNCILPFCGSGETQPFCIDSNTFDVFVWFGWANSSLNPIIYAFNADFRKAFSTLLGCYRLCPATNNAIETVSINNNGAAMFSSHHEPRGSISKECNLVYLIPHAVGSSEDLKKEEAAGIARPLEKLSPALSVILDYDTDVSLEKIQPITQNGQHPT
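Agonism was scored from calcium flux recorded over 180 s (1 read/s) after pintool compound addition, following a 10-cycle baseline. Cells were inducible force-coupled HEK293 TREx D1, plated overnight at 30 C and loaded with no-wash calcium dye.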
D2 potentiator – positively modulates the human D2 dopamine receptor allosterically; 340,000 compounds, 0.34% hits; HEK293 T-REx D2, calcium flux, EC20 dopamine potentiation; potentiation, % at 10 µM; P14416; AID 485347;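 active means potentiation over 3 SD above the plate norm, cut at about 30% in these data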; further: 0% is about no effect
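Calcium flux readout, no-wash dye, 1 read/s. Inducible HEK293 Trex D2 line, overnight 30 C. Compound alone 180 s (agonist flags), then EC20 dopamine, another 180 s to score potentiation.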
D1 antagonist – human D1 dopamine receptor antagonism | P21728 | HEK293 TREx D1 cells, calcium flux, dopamine EC80; hits give low values | activity change, negative = inhibition, % at 10 µM | 360,000 compounds, 3.2% hits; in the data active means activity change below about -30%; further: on the % scale 0 is the no-effect control and ±100 the full control effect
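After overnight tetracycline induction at 30 C, force-coupled D1 HEK293 cells took up a no-wash calcium dye at room temperature. Compounds were added and monitored 180 s, and the response to EC80 dopamine was then recorded.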
TRHR agonist – agonists of human TRH receptor | P34981 | TRHR cells, calcium flux fluo-8, FDSS agonist mode | activation, % at 2 µM | 360,000 compounds, 0.18% hits; further: 0% is about no effect
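TRHR-expressing cells loaded with fluo-8 calcium dye; 23 nL library compound pin-transferred, kinetic FDSS fluorescence (Ex 480/Em 530) recorded about 180 s for agonist-induced calcium release, before a 10 nM TRH EC20 addition for potentiator mode.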
RXFP1 antagonist – antagonists of human relaxin receptor RXFP1; Q9HBX9; HEK293-RXFP1, relaxin-stimulated cAMP HTRF, 30 min; hits give low values; activity change, negative = inhibition, % at 57.5 µM; 350,000 compounds, 0.59% hits; AID 1259400;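 active means activity change of -60% or lower, but not beyond a set lower limit; inconclusive means change between -60% and -40%, or beyond the set limit; inactive means change above -40%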; further: on the % scale 0 is the no-effect control and ±100 the full control effect
D1 potentiator – potentiators of human D1 dopamine receptor | P21728 | HEK293 TREx D1 cells, calcium flux, dopamine EC20 potentiation | potentiation, % at 10 µM | 360,000 compounds, 0.036% hits | AID 504651; in the data active means potentiation above about 30%; further: 0% is about no effect
D2 agonist – D2 dopamine receptor (human) agonism; 340,000 compounds, 0.53% hits; HEK293 T-REx D2 cells, calcium flux agonist mode; activation, % at 2 µM;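 active means activation over 3 SD above normal in the single-dose calcium agonist read, cut at about 30% in these data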; further: 0% is about no effect
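Tetracycline-induced HEK293 T-REx cells with force-coupled D2 receptor, plated overnight at 30 C, loaded with no-wash calcium dye. After a 10 s baseline, compound was pin-added and calcium flux read kinetically for 180 s; calcium rises flagged agonists.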
Active calls of the source: *; ? = inconclusive; / = no result given. Unless noted, no stated cut-off is given here; in the data, active means activation above about 30%; inactive means the rest. Not all compounds are listed. The share of hits here may be higher or lower than overall.

Screens in order – D2 potentiator, RXFP1 antagonist, D1 potentiator, TRHR PAM, D2 antag, D1 antagonist, D1 ag, TRHR agonist, D2 agonist
- Cc1ccc(S(=O)(=O)CC(=O)c2cc(C)c(OC(=O)N(C)C)c(C)c2)cc1
  -2, -5, -2, -1, -20, 4, 1, 0.6, 1.4
- CCc1nc2ccccc2c(=O)n1-c1ccccc1OC
  4, 2, -11, 0, 2, -9, 8, -2.1, -1.1
- COc1ccc2c(c1OC)C(=O)OC2C1c2cc3c(cc2CCN1C)OCO3 (stereo unspecified)
  -2, -7, -5, 0, 16, -28, 1, 0.1, 0.6
- COc1ccc(CC2(CCc3ccncc3)C(=O)NC(=O)NC2=O)cc1OC
  -4, 1, -1, -8, -2, 0, 3, 0.0, 0.0
- Cc1ccccc1N1CCN(C2CCCN(C(=O)COc3ccccc3)C2)CC1 (stereo unspecified)
  -10, 5, 0, 2, -9, -13, 5, -0.5, -1.1
- C[C@@H]1C(=O)O[C@@H]2[C@H](O)C34[C@@H]5OC(=O)C3(O[C@H]3OC(=O)[C@H](O)C34[C@H](C(C)(C)C)[C@H]5O)[C@@]12O (stereo partly specified)
  -6, /, -2, 2, 37*, 0, 1, 0.5, 0.5
- CCOC(=O)C(NC(=O)C(Cc1ccc(N(CCCl)CCCl)cc1)NC(C)=O)C(C)C (stereo unspecified)
  11, -17, 0, 6, 12, -3, 2, -2.2, -2.6
- CC(C)c1ccc(OCC(=O)N2CCN(C)CC2)c(Br)c1
  -9, 40, -1, -3, -2, -35*, 4, 2.4, 0.1
- O=C(Nc1cccc(Cl)c1)OC1CN2CCC1CC2 (stereo unspecified)
  /, -3, -5, -6, /, -38*, 22, 3.3, /
- O=C(Cn1ncc2c3ccccc3n(Cc3ccccc3F)c2c1=O)N1CCC2(CC1)OCCO2
  7, -8, 2, 4, -10, 38, 1, -0.3, -0.2
- Cn1c(=O)cc(OCCCC(=O)N2CCC3(CC2)OCCO3)c2ccccc21
  /, 1, -3, 3, /, -9, 2, 0.5, /
- C[C@]12CC[C@H](O)C[C@@H]1CC[C@@H]1[C@@H]2CC[C@]2(C)[C@@H](C(=O)O)C[C@@H]12
  -3, /, -2, 1, 4, -22, 3, -0.4, 0.0
- COCCCNC(=O)Cn1cc(/C=C2\C(=O)NC(=O)N(c3ccccc3F)C2=O)c2ccccc21
  6, -16, -5, 0, -4, -19, 32*, -0.3, 0.6
- CCCCc1nc2ccccc2c(=O)n1-c1ccc(O)cc1
  -4, 22, 1, 1, 0, -14, 4, 0.2, -0.2
- Cc1nc2ccccc2c(=O)n1-c1ccccc1C(F)(F)F
  23, -6, -5, 7, -16, 1, 2, -1.2, -1.1
- O=C1CN=C(c2ccc(Cl)cc2)c2oc3ccccc3c2N1
  8, ?, 7, 4, -5, 5, 3, 0.6, 0.8
- COc1cccc(CCNCc2ccc(SC)cc2)c1
  -18, -13, -5, 6, -1, -4, 16, -0.4, -1.1
- Cc1ccc2cccc(OC(=O)N3CCCC3)c2n1
  0, -11, -4, 21, 4, -9, 0, -0.1, 0.7
- CCOC(=O)C1=C(N)Oc2cc(C)oc(=O)c2C12C(=O)N1c3c(cc(OC)cc32)C(C)=CC1(C)C (stereo unspecified)
  /, -19, 0, 9, /, 32, 1, -0.1, /
- O=P1(NC2CCCC2)COc2ccccc2OC1
  19, -4, -4, 7, -5, -4, 4, 0.0, -0.3
- O=C(CN1CCCCC1)c1ccc(F)cc1
  14, 3, 13, 8, -10, -1, 1, 0.4, 0.2
- Cc1ccc(N/N=C/c2c(O)n(-c3ccccc3)c(=O)[nH]c2=O)cc1
  4, -27, 5, -4, -1, -1, 4, -1.1, 0.3
- CCOP(=O)(OCC)C(NC(=O)c1cccc([N+](=O)[O-])c1)C(Cl)(Cl)Cl (stereo unspecified)
  -1, 7, 1, -2, -7, 2, 1, -0.3, 0.4
- CN(c1ccccc1)c1ccc([N+](=O)[O-])c2nonc12
  3, -8, -4, 3, -12, 0, 6, -0.1, -0.2
- O=C(O)CCn1cc(C=C2C(=O)NC(=O)NC2=O)c(-c2cc3ccccc3oc2=O)n1
  7, -2, 1, 3, -4, 6, 5, 0.1, 0.2
- O=C(C1CC(c2ccccc2O)=NO1)N1CCC2(CC1)OCCO2 (stereo unspecified)
  13, -14, -7, 2, 10, -6, 2, 0.1, 0.7
- CCC(C)n1c(O)c(C(c2ccccn2)c2c(O)n(C(C)CC)c(=S)[nH]c2=O)c(=O)[nH]c1=S (stereo unspecified)
  15, 38, -5, 4, 3, -28, 2, -1.0, -0.7
- Cc1cc(OCC(=O)Nc2cc(C)nn2-c2ccccn2)c2c3c(c(=O)oc2c1)CCC3
  -13, /, -3, 6, -9, 19, 3, 0.0, 3.1
- O=C(C(=O)N1CCOCC1)c1cn(Cc2ccc(F)cc2)c2ccccc12
  4, -2, -2, -15, 2, 7, 1, 0.1, 0.6
- c1ccc2sc(NC3=NCCN3)nc2c1
  2, 2, 2, -6, 4, 31, 1, 0.2, 2.5
- O=C(O)CCn1cc(C=C2C(=O)NC(=S)NC2=O)c(-c2cccc(Cl)c2)n1
  0, 0, -2, -3, 4, -7, 0, -0.3, -0.7
- CC12CN3CC(C)(CN(C1)C3c1cccs1)C2=O (stereo unspecified)
  9, 5, -3, 8, -34, -2, 1, 0.3, -0.3
- CCC(=NCC1CCCO1)c1c(O)n(-c2ccccc2C)c(=O)[nH]c1=O (stereo unspecified)
  -5, -14, 2, -7, /, -1, 4, -0.5, /
- Cn1cccc1/C=C1\C(=O)NC(=O)N(Cc2ccco2)C1=O
  3, -7, 3, 1, 8, -18, 1, 0.1, -0.1
- O=C(CN1CCCCC1)c1ccc2c(c1)OCO2
  0, -4, -4, 9, 2, -1, 0, 0.0, 0.4
- CN(C)S(=O)(=O)c1cc(C(=O)N2CCC(C(=O)O)(c3ccccc3)CC2)ccc1Cl
  -3, 0, -15, 11, 3, 8, 2, 1.1, 1.6
- COC(=O)C1(C(=O)O)Cc2cc([N+](=O)[O-])ccc2N2CCCC21 (stereo unspecified)
  -7, 6, 1, -5, 20, 0, 2, -0.2, -0.5
- CC(C)n1c(=O)c(C=Nc2ccc(F)cc2)c(O)n(Cc2ccco2)c1=O
  12, -29, 1, -2, 1, 8, 0, 0.1, 0.9
- CN1CCC(n2nccc2N)CC1
  -11, -6, -2, -3, 11, 2, 1, 1.3, 1.5
- COc1cccc(C(=O)C2CCCN(Cc3ccc(F)cc3)C2)c1 (stereo unspecified)
  -11, 2, 0, -1, 0, -5, 2, -0.2, 0.2
- COc1c(O)ccc2c1-c1c3c(cc4c1C(C2)N(C)CC4)OCO3 (stereo unspecified)
  -21, /, -11, 0, 20, -68*, -3, 0.6, 3.4
- CC(C)n1cc(C(=O)N(CC(=O)NC2CCCC2)Cc2ccccc2)cn1
  1, 28, -1, -8, 15, 1, 2, -0.1, -0.8
- O=C(O)Cn1cc(/C=C2\C(=O)NC(=O)N(Cc3ccco3)C2=O)c2ccccc21
  -11, 4, -1, -5, 0, 9, 3, 1.0, 13
- CC(C)C[C@H](NP(=O)(O)O[C@@H]1O[C@@H](C)[C@H](O)[C@@H](O)[C@H]1O)C(=O)N[C@@H](Cc1c[nH]c2ccccc12)C(=O)O
  -1, /, -4, 5, 12, 4, 0, -0.7, 1.9
- ON1C2CCCCC2N(O)C1c1ccccc1 (stereo unspecified)
  -4, 4, -1, -5, 17, 0, 1, 0.2, 0.1

Part of the list above, with each value named:
molecule: Cc1nc2ccccc2c(=O)n1-c1ccccc1C(F)(F)F
  D2 potentiator: 23 | RXFP1 antagonist: -6 | D1 potentiator: -5 | TRHR PAM: 7 | D2 antag: -16 | D1 antagonist: 1 | D1 ag: 2 | TRHR agonist: -1.2 | D2 agonist: -1.1
molecule: O=C1CN=C(c2ccc(Cl)cc2)c2oc3ccccc3c2N1
  D2 potentiator: 8 | RXFP1 antagonist: ? | D1 potentiator: 7 | TRHR PAM: 4 | D2 antag: -5 | D1 antagonist: 5 | D1 ag: 3 | TRHR agonist: 0.6 | D2 agonist: 0.8
molecule: COc1cccc(CCNCc2ccc(SC)cc2)c1
  D2 potentiator: -18 | RXFP1 antagonist: -13 | D1 potentiator: -5 | TRHR PAM: 6 | D2 antag: -1 | D1 antagonist: -4 | D1 ag: 16 | TRHR agonist: -0.4 | D2 agonist: -1.1

(listing goes on)
Screens in order – D2 potentiator, RXFP1 antagonist, D1 potentiator, TRHR PAM, D2 antag, D1 antagonist, D1 ag, TRHR agonist, D2 agonist
- O=C(Nc1ccc(Br)cc1C(=O)c1ccccc1)c1ccccc1
  -5, -36, 2, 2, /, -4, -1, -0.4, -1.1
- COC(=O)C1=C(c2ccc(F)cc2OCc2ccccc2)C[C@@H]2CC[C@H]1N2C(=O)NCc1cccc(OC)c1
  -2, /, -4, -10, -17, -15, 5, 0.7, 0.8
- O=c1cccc2n1CC1CC2CN(Cc2ccc3c(c2)OCO3)C1 (stereo unspecified)
  13, -20, 0, -4, 2, 11, 4, 0.1, 0.7
- CCOC(=O)c1c(NC(NC(=O)CF)C(Cl)(Cl)Cl)sc2c1CCCC2 (stereo unspecified)
  14, -61*, 7, 1, 0, 7, 2, -0.9, 0.2
- CSc1ccccc1C(=O)C1CCCN(Cc2ccn[nH]2)C1 (stereo unspecified)
  -20, 4, -2, 8, 48*, -3, 3, 0.0, 22
- O=c1cccc2n1CC1CC2CN(c2nc(N3CCCCC3)nc(N3CCCCC3)n2)C1 (stereo unspecified)
  2, -16, 6, 5, 5, -5, -3, -1.1, -0.5
- CN1C2CCC1CC(OC(=O)c1ccc([N+](=O)[O-])cc1)C2 (stereo unspecified)
  5, 6, -6, 2, -10, -5, 4, 0.4, 0.3
- COc1ccc(OC)c(CNCCc2ccc(OC)c(OC)c2)c1
  -4, 10, 0, 8, 0, -4, 5, 0.0, 0.5
- CN1CCC(OC(=O)C2c3ccccc3Oc3ccccc32)CC1
  -18, 5, -4, -5, 33*, 0, 6, 0.7, 0.7

Screening data (PubChem BioAssay)
